PKA-R1A act: PKA-R1A complex activation. hit rate 0.083% among 340,000. PKA-R1A dissociation, Cy5-IP20 fluorescence polarization; scaled: DMSO 0%, 113 µM cGMP 100%. activation, % at 11.4 µM. AID 504707;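 active means percent activation above the mean of all tested compounds plus 3 SD, cut at about 19% in these data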;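 further: higher means more PKAc released from R1A so a rise in polarization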
DAGLB inh: diacylglycerol lipase beta (human) inhibition; Q8NCG7; HEK293T DAGLB membrane lysate, EnzChek fluorogenic substrate; inhibition, % at 5.17 µM; hit rate 0.059% among 340,000; AID 504411; in the data active means inhibition above about 34%;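 further: 0% = enzyme with vehicle and 100% = wells lacking enzyme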
HTR5A inv ctr: inverse agonist of human HTR5A in OPRM1-OPRD1 counter-screen; P47898; HTR5A cell line, luminescence, inverse agonism; inhibition, % at 9.3 µM; hit rate 0.083% among 340,000; AID 504634; in the data active means inhibition mostly above about 23%, no sharp cut-off; inactive means mostly below about 18%;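 further: 0% = cells with DMSO and 100% = no-cell wells with DMSO; some compounds called inactive have numbers as strong as hits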
phage Ecoli inh: E. coli growth loss with phage present | growth absorbance | inhibition, % at 11.9 µM | hit rate 0.26% among 360,000; in the data active means inhibition above about 11%
Mot1-301 SUMO: blocks SUMOylation pathway, rescuing yeast Mot1-301 growth. S. cerevisiae Mot1-301 growth rescue, ATP luminescence, 38.5C; percent above DMSO median, 100 means doubled. growth rescue, % at 18.8 µM. AID 2716. hit rate 1% among 320,000;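 active means every valid replicate shows activation above 250% relative to neutral control wells; inactive means the rest, any valid replicate at or below 250%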;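 further: OY570 slx delta 5 strain wells were the positive control but not used for scaling; some compounds called inactive have numbers as strong as hits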
AddAB inh: less growth of phage-infected E. coli with AddAB; AID 435030; hit rate 0.29% among 330,000; inhibition, % at 11.9 µM; E. coli expressing H. pylori AddAB, absorbance growth; in the data active means inhibition above about 12%;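 further: 0% = vehicle wells of infected cells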
HTR5A ag: counter-screen for OPRM1-OPRD1 agonists: human HTR5A agonism; P47898; HTR5A agonist assay, luminescence, cell-based; activation, % at 9.3 µM; hit rate 0.61% among 340,000; AID 504692; in the data active means activation mostly above about 9.5%, no sharp cut-off; inactive means mostly below about 7.6%;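 further: 0% = cells with vehicle only and 100% = reference agonist; strong numbers were not always called active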
Ecoli viability: counter-screen for AddAB inhibitors: E. coli growth inhibition | hit rate 0.27% among 330,000 | inhibition, % at 11.9 µM | E. coli V3065 growth, OD600 absorbance, 18 h;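 active means inhibition above the campaign's mean inhibition across all tested compounds plus 3 SD, cut at about 9.9% in these data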;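 further: uninfected addAB+ strain grown without phage in ampicillin broth; 0% = DMSO wells and 100% = ciprofloxacin 0.95 µg/ml wells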
Tat export inh: inhibitors of E. coli Tat protein transport. E. coli MC4100 TorA-mCherry Tat export, fluorescence. inhibition, % at 10 µM. hit rate 0.036% among 340,000. AID 488895;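 active means mean replicate inhibition at least 50% and at least half of replicates individually reaching 50%; inconclusive means only one of the two criteria met; inactive means neither criterion met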;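 further: exported cargo escapes ClpAP degradation while cytoplasmic cargo is degraded and loses fluorescence; 0% = median of neutral control wells and 100% = median of NaSCN control wells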
CDK5 p35 inh: blocks human CDK5/p35 kinase activity | Q00535+Q15078 | Recombinant CDK5/p35, ADP-Glo luminescence, 60 min | hit rate 0.01% among 330,000 | inhibition, % at 10 µM | AID 488839;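 active means highest replicate inhibition of at least 50% and at least 75% of replicates reaching 50%; inconclusive means only one of the two criteria met; inactive means both criteria failed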;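 further: plate controls were DMSO neutral control for no effect and GW8510 at 10 µM for full effect; many of its hits are not listed in these tables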
Target sequence (Q00535 whole entry, looked up): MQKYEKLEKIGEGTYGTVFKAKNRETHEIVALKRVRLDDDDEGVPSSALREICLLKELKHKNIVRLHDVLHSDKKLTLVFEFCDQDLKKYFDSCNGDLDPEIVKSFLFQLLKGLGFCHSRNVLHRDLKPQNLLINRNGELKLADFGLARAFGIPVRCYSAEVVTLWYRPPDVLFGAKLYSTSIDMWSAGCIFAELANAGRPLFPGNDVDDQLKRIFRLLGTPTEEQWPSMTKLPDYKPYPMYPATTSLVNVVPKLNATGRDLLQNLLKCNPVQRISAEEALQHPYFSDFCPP
Target sequence (Q15078 whole entry, looked up): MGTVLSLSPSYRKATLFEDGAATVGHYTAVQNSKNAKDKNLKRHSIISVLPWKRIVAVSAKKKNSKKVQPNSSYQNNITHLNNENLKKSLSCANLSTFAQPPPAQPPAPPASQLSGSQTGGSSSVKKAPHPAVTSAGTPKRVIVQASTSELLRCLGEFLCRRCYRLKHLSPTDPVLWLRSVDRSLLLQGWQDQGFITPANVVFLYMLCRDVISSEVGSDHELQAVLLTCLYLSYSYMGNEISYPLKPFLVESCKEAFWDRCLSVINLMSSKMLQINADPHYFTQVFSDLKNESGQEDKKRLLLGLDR
PKA-R2B act: activators of human PKA-R2B complex. P22694+P31323. PKA-R2B holoenzyme dissociation, Cy5-IP20 fluorescence polarization; R2B truncated from residue 108, S112A mutant; 0% DMSO only, 100% 113 µM cGMP. activation, % at 11.4 µM. hit rate 0.079% among 340,000;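 active means activation above a cutoff set at the mean over all compounds plus 3 SD, cut at about 18% in these data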;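 further: higher means more holoenzyme dissociation and a rise in polarization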
Target sequence (P31323 whole entry, looked up, other chains not shown, the tested form may be a part): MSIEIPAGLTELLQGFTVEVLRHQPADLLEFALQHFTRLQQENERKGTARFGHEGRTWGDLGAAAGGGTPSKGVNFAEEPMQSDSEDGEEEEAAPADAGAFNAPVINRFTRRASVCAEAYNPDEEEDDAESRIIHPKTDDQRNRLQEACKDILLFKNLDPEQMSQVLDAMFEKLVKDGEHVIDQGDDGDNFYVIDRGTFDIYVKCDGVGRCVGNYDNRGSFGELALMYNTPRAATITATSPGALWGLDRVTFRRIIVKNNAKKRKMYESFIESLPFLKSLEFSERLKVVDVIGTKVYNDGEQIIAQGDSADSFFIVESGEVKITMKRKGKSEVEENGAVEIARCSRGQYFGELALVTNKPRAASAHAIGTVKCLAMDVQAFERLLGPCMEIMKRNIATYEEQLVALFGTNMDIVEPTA
An asterisk follows results filed as active; ? = inconclusive; . = not tested or not shown; & = joins results of further samples.

SMILES	PKA-R1A act	DAGLB inh	HTR5A inv ctr	phage Ecoli inh	Mot1-301 SUMO	AddAB inh	HTR5A ag	Ecoli viability	Tat export inh	CDK5 p35 inh	PKA-R2B act
Cc1ccccc1S(=O)(=O)/N=C(/c1ccccc1)N1CCOCC1	3	-1	6	0.6	5	0.8	-2	-1.9	-11	-0.6	-11
Cc1ccc2oc(=O)n(Cc3ccc(F)cc3)c2c1	4	-4	2	.	-9	2.2	-1	-1.4	0	0.8	7
CC1=CC2=NC(=O)/C(=C/c3cccs3)C(=N)N2O1	-8	-2	-7	2.7	-11	-2.4	3	-0.8	2	-0.5	-6
Cc1ccc(CNS(=O)(=O)c2cc3c4c(c2)C(C)C(=O)N4CCC3)cc1 (stereo not drawn)	4	-1	12	2.9	8	1.5	-3	3.5	-6	-0.3	-3
CCCNC(=O)CCCCn1c(=S)[nH]c2c([nH]c3ccc(OC)cc32)c1=O	-19	3	-16	2.8	.	-0.8	2	-0.1	-3	-1.1	-7
C[C@]1(C(=O)NCc2cc(F)cc(C(F)(F)F)c2)C=C[C@@H](Cc2ccccc2)N1C(=O)c1ccccc1	-9	-7	-23	0.5	-10	1.3	8	-3.3	14	-0.1	-10
COC(=O)[C@@]1(C)[C@H]2C(=O)N(Cc3ccccc3)C(=O)[C@H]2[C@H]2CN=C(SCc3ccc(C#N)cc3)N21	-14	-3	0	3.2	.	0.4	0	-1.4	4	1.6	-3
CC(C)[C@@H](C(=O)N1CCNCC1)n1cc(CCO)nn1	-2	0	-3	1.4	-2	1.8	-1	1.3	?	-0.4	-10
COC(=O)c1c(NC(=O)C(C)C)sc(C(=O)N2CCOCC2)c1C	-1	1	-19	2.8	-6	-0.3	5	1.4	-7	-1.6	-2
CN(C)/C=C/c1onc(-c2c(Cl)cccc2Cl)c1C#N	3	6	12	4.0	32	-0.3	0	-0.8	-5	0.5	9
CCN1CCN(Cc2ccc(NC(=O)c3ccc(C)c(NC(=O)c4c[nH]c5cc(C(F)(F)F)ccc5c4=O)c3)cc2C(F)(F)F)CC1	0&9	-3&-2	-12	4.2&5.8	-1	-0.3	0	-2.9	-5	-1.2	-4&-3
CC1CCCCN1C(=O)CCS(=O)(=O)Cc1ccccc1 (stereo not drawn)	7	-1	-12	0.8	16	-0.7	4	-1.6	9	1.9	5
S=c1[nH]nc(NCCCN2CCOCC2)s1	-12	-2	-1	2.6	3	0.0	0	-0.6	15	-0.6	1
C=CCn1c(SCC(=O)Nc2cccc(C)c2)nnc1-c1cnccn1	4	-1	-18	2.5	2	-0.2	5	0.2	-13	0.3	-3
COc1ccccc1CNC(=O)/C=C/c1ccc(S(=O)(=O)N2CCOCC2)cc1	-1	-3	9	3.6	12	-3.1	-1	0.2	-11	0.2	0
COC(=O)c1ccc(C(C(=O)NC2CCCCC2)N(CCc2ccccc2)C(=O)Cc2cccs2)cc1 (stereo not drawn)	3	-3	13	1.3	-32	1.7	-4	1.9	-1	-3.9	1
CCOC(=O)N1CCC(NC(=O)C2CCN(C(=O)c3cc4oc(C)cc4n3Cc3c(F)cccc3Cl)CC2)CC1	2	2	0	-1.1	5	-0.8	0	-0.6	2	-3.0	-11
CCOC(=O)COc1ccc2c(c1)C(=O)CC1(CCN(C(C)=O)CC1)O2	5	1	-45	2.2	-8	0.3	-1	-0.3	-1	0.1	3
COc1ccc(/C=N/n2c(C)nnc2C)c(OC)c1	6	0	0	1.8	3	1.4	0	0.1	3	-0.3	-7
CC(C)c1csc(CN2CCC(N3CCC(C(=O)NCC4CCCO4)CC3)CC2)n1 (stereo not drawn)	-1	0	-6	1.5	17	-0.8	2	0.3	-9	-0.6	-2
O=C(Cc1ccccc1Cl)N1CCN(c2ncccn2)CC1	-1	0	-7	4.0	6	4.4	3	1.2	-6	-1.3	-7
CC(=O)N1CCc2cc(S(=O)(=O)NCCC(=O)N3CCN(c4ccccn4)CC3)ccc21	7	1	0	1.7	-4	0.6	-1	0.9	1	-0.4	-8
CS(=O)(=O)Nc1ccc(C2=NN(S(C)(=O)=O)C(c3ccc4nccnc4c3)C2)cc1 (stereo not drawn)	-7	-1	18	2.6	0	3.7	4	-1.2	-6	0.6	-12
CCOc1cc(C(=O)O)ccc1OCCOc1ccccc1	4	2	-19	0.6	-9	2.2	7	1.1	-6	-3.3	-3
COc1ccc(NS(=O)(=O)c2ccc(S(=O)(=O)N3CCCC3)cc2)cc1Cl	4	-3	0	1.2	0	0.8	0	-1.0	-1	-2.9	-1
CCCS(=O)(=O)N1CCC(C(=O)N2CCc3ccccc3C2)CC1	-6	0	-3	3.4	397*	-1.9	1	-3.2	0	-0.3	-7
C/C(=N\NC(N)=S)C1(C)CCCCC1	-6	0	-5	3.6	14	-1.3	8	-2.9	3	0.3	-5
CCOc1ccc(N2CC(C(=O)Nc3ccc(S(=O)(=O)N4CCCC4)cc3)CC2=O)cc1 (stereo not drawn)	-6	0	-10	0.9	18	-0.2	4	0.8	8	0.6	-3
COC(C(=O)Nc1ccnn1C1CCN(Cc2cnn(C(C)C)c2)CC1)c1ccccc1 (stereo not drawn)	-1	2	2	3.1	20	0.3	4	1.8	4	0.3	2
COC(=O)c1ccccc1NC(=O)CCC(=O)N1CC(C)Oc2ccc(C)cc21 (stereo not drawn)	3	-1	-4	2.1	5	-0.6	1	1.1	-8	-0.2	9
Clc1cccc(/C=N/Nc2nnc(Cl)c3ccccc23)c1	-20	-1	-1	-1.4	3	2.5	-3	-2.7	-4	-18	3
Cn1c(O)c(C2=c3ccccc3=NC2=O)[nH]c1=S	-7	6	-5	0.7	42	1.9	7	-2.8	-3	3.1	-2
Cc1oc(-c2cccc(Cl)c2)nc1CN1CCC(C(=O)NCCCN2CCCC2=O)CC1	14	-1	-4	1.5	49	5.6	1	-0.9	5	0.5	8
CCOC(=O)CSc1nc(C)c(CC)c(C)c1C(N)=O	-3	0	-15	3.1	-3	-2.2	5	-2.8	4	1.5	-7
CC(C1CC1)N(Cc1ccccc1)C(=O)NC(=O)c1cccc(F)c1 (stereo not drawn)	2	0	14	1.5	11	1.7	-5	1.6	-1	1.0	-1
O=C(Nc1cccc(F)c1)C1CCN(c2nnnn2-c2ccccc2)CC1	-10	1	-3	1.6	160	-0.9	5	-0.2	10	1.7	-7
N/C(COc1cccc(C(F)(F)F)c1)=N\NC(=O)c1cccnc1Oc1ccccc1	2	4	-7	0.9	7	-2.3	3	-3.9	5	0.6	-10
O=C(NC(=S)NNC(=O)c1ccco1)c1ccc(F)cc1	-14	2	10	-4.3	-25	-6.1	-5	-10	9	-1.1	-4
Cc1ccc(CNS(=O)(=O)c2c(C)[nH]c(C)c2C(=O)N2CCCCC2)cc1	-2	0	-22	-1.7	-13	-2.2	-5	-2.2	3	2.0	-4
Cc1onc(-c2ccccc2Cl)c1C(=O)NCCN1Cc2ccccc2C1=O	7	-3	-77	-2.8	12	0.2	29*	-5.2	-20	-0.7	5
Cc1ccc(C(=O)NCCCC(=O)O)o1	-5	-2	-2	1.1	100	0.6	3	-2.0	3	0.3	1
O=C(CNC(=O)c1cccs1)OCC(=O)c1ccc2ccccc2c1	7	0	-12	1.9	-7	5.1	-7	1.6	-6	.	-5
C/C(Sc1nnc(Cc2ccccc2)o1)=C(\O)c1ccccc1	4	1	-6	4.2	.	.	1	.	-3	-0.2	4
Cc1cc(C)n2cc(CSc3nc4ccccc4[nH]3)nc2n1	-5	0	-17	2.2	7	1.0	2	-0.4	0	.	-5
COc1ccc(C2CC(c3ccc(Br)cc3)=NN2C(=S)Nc2ccccc2)cc1 (stereo not drawn)	-9	-12	-4	2.6	-23	3.3	1	-1.0	-4	-1.4	-4
COc1cc(NC(=O)c2ccco2)c(OC)cc1NC(=O)Nc1ccc(Cl)cc1	-6	6	-21	0.7	17	-0.9	8	-1.6	-17	-3.4	-6
Cc1cc2oc(=O)cc(Cn3ccnc3)c2cc1O	-6	-2	2	.	563	.	0	.	-3	1.8	2
O=C(OCCCOC(=O)c1ccc(O)cc1)c1ccc(O)cc1	-9	-2	-17	-0.6	-5	.	4	.	-4	3.1	6
Cc1ccc(NC(=O)CN2C(=O)c3ccccc3C2=O)cc1	-18	-1	6	-0.9	-14	5.5	-2	1.4	1	-1.0	-3
COc1cc(NC(=O)c2ccc3c(c2)OCO3)ccc1NC(=O)c1ccco1	-8	3	-10	0.2	5	-0.3	-1	-1.6	8	0.8	-2
O=C(CSc1n[nH]c(-c2cccnc2)n1)OC1CCCCC1	-4	-1	-13	2.2	-13	-1.1	4	-1.0	-2	0.0	-13
COc1ccc2sc3ccccc3c(=O)c2c1	0	-7	-33	1.7	-16	0.4	0	2.1	-4	1.0	0
O=C(COC(=O)CNC(=O)c1ccccc1)Nc1nc(-c2ccccc2)cs1	5	-1	14	3.3	14	1.2	-4	2.2	-3	-0.3	0
Cc1c(O)c2cccnc2[nH]c1=O	7	3	-12	1.9	37	3.7	2	0.0	-1	-1.3	-2
CCCn1c(=O)c(C(=O)NC(C)c2ccccc2)c(O)c2ccccc21 (stereo not drawn)	-1	-2	0	4.1	297	-1.5	0	0.4	-6	2.1	2
O=C(c1ccccc1)c1ccccc1C(=O)N1CCCC1	-3	0	13	0.6	-1	-1.2	-4	0.1	-10	-1.5	2
Cc1cc(C)cc(N(CCC#N)C(=O)COC(=O)CNC(=O)c2sc3ccccc3c2Cl)c1	-20	3	-3	1.6	-7	-0.5	1	-2.0	12	0.0	-12
CCOc1ccc(C(=S)N2CCCC2)c(OCC)c1	6	1	1	2.2	-11	1.2	1	0.1	-1	1.3	-3
COc1ccc(S(=O)(=O)N2CCCCCC2)cc1C(=O)Nc1ccc(C)cn1	-9	0	13	2.2	-1	-2.4	-5	-0.3	7	0.8	-11
C[C@H](NC(=O)CCC1CCC(=O)N1)c1ccccc1 (stereo partly drawn)	-4	1	-25	1.5	-18	-0.6	-2	-2.1	-1	-1.6	-10

The listing continues:
SMILES	PKA-R1A act	DAGLB inh	HTR5A inv ctr	phage Ecoli inh	Mot1-301 SUMO	AddAB inh	HTR5A ag	Ecoli viability	Tat export inh	CDK5 p35 inh	PKA-R2B act
COCCN(C(=S)Nc1ccc(OC)cc1)C1CCN(C(C)=O)CC1	-10	2	-7	1.8	44	2.5	2	-1.7	-5	0.3	-1
O=C(OCC1OC2OC3(CCCCC3)OC2C2OC3(CCCCC3)OC12)c1ccccc1 (stereo not drawn)	-12	0	-11	2.5	55	3.5	5	0.5	2&-3	-0.4	0
CS(=O)(=O)NCCCCCCNS(C)(=O)=O	-11	0	12	0.6	-14	-1.0	-4	-4.6	-1	-0.3	-9
ClC1(Cl)CC1CSc1nnc(-c2ccncc2)o1 (stereo not drawn)	6	0	4	3.0	2	4.0	-1	1.4	-4	-1.5	-10
O=C(Cn1ccccc1=O)c1ccc(Cl)cc1	-3	0	9	5.1	170	1.8	-7	5.1	-3	-3.2	4

Screens deposited in PubChem by several laboratories.
